HP1b binding inh – HTS for Inhibitors of HP1-beta Chromodomain Interactions with Methylated Histone Tails. Potency, µM (titrated, usually from 114 µM), for the others: at the highest dose activity change, negative = inhibition, usual class: inhibitors. 0.56% of 390,000 active. AlphaScreen HP1-beta / biotin-H3K9me3 peptide binding. Chromobox protein homolog 1 (Homo sapiens), P83916; also: potency is read from the fitted curve at half-maximal effect; nearly all actives have a fitted effect of over 70% in size; inactives centre near 23
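HP1-beta protein (50 nM final) preincubated 30 min at room temperature with biotinylated H3(1-18)K9me3 peptide (50 nM) in PBS pH 7.4, 0.01% Tween-20, then compound added for 30 min. AlphaScreen streptavidin donor/nickel chelate acceptor beads (10 ug/mL final), 30 min dark, luminescence read.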
GLS inh – qHTS for Inhibitors of Glutaminase (GLS). Potency, µM (titrated, usually from 45.5 µM), for inactives: at the highest dose activity change, negative = inhibition, usual class: inhibitors. GLS enzymatic activity, qHTS titration. 0.21% of 410,000 active; also: potency is read from the fitted curve at half-maximal effect; % is scaled to controls: 0 for no effect and ±100 for the full control effect
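hKGA; 45 mM KH2PO4 pH 8.2 + 0.02% Tween-20; cpd via pin tool; 1 mM Gln soln; GluOx/HRP/Amplex Red; RT 30 min; fluor. t0 & final.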
JMJD2A Tudor inh – qHTS Assay for Inhibitors of JMJD2A-Tudor Domain; AlphaScreen JMJD2A-Tudor / H3K4me3 peptide binding; Potency, µM (highest dose often 114 µM), for the others: top-dose activity change, negative = inhibition, hits mostly inhibitors; 4.4% of 390,000 active; AID 504339, 2011; also: potency is read from the fitted curve at half-maximal effect; % is scaled to controls: 0 for no effect and ±100 for the full control effect; nearly all actives have a fitted effect of over 50% in size
BAZ2B inh – qHTS Assay for Inhibitors of BAZ2B; Bromodomain adjacent to zinc finger domain protein 2B (Homo sapiens), Q9UIF8; Potency, µM (top dose mostly 114 µM), without a hit: at the top dose activity change, negative = inhibition, most hits filed as inhibitors; AlphaScreen BAZ2B-H3K14Ac peptide displacement; AID 504333, 2011; 4.4% of 360,000 active; also: potency is read from the fitted curve at half-maximal effect; % is scaled to controls: 0 for no effect and ±100 for the full control effect; nearly all actives have a fitted effect of over 60% in size
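AlphaScreen luminescence quantifies BAZ2B engagement of H3K14Ac peptide; the protein and biotinylated peptide are both at 50 nM final, buffer PBS pH 7.4 with 0.01% Tween-20, all steps at room temperature.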
G9a block – qHTS Assay for Inhibitors of Histone Lysine Methyltransferase G9a; Histone-lysine N-methyltransferase EHMT2 (Homo sapiens), Q96KQ7; G9a H3K9 monomethylation, AlphaScreen, 2 h; Potency, µM (doses to about 102 µM), for inactives: at the top dose activity, negative = inhibition, most hits filed as inhibitors; 8.8% of 350,000 active; also: potency is read from the fitted curve at half-maximal effect; % is scaled to controls: 0 for no effect and ±100 for the full control effect; nearly all actives have a fitted effect of over 75% in size
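Enzyme 20 nM + cpd, 15 min RT; add b-H3K9 pep 500 nM / SAM 20 uM; 2 h RT; anti-H3K9me1 Ab 0.5 ug/mL + SA donor / anti-rabbit acceptor beads 20 ug/mL each, 10 min; AlphaScreen read.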
Pin1 inhibitor – qHTS Assay to Find Inhibitors of Pin1; Peptidyl-prolyl cis-trans isomerase NIMA-interacting 1 (Homo sapiens), Q13526; Pin1 FP peptide displacement, HiFluor488, 10 min; Potency, µM (series often up to 115 µM), inactives show at the highest dose activity, negative = inhibition, most hits filed as inhibitors; 0.009% of 390,000 active; active = well fitted inhibition curve with a large enough effect in the polarisation, with a control signal flat, not every such curve was filed as active; inconclusive = small, poorly fitted or top-dose-only effect, or effect the other way, or a change in a side signal; inactive = no such curve, though single readings can be large or run the other way; the % refers to the polarisation; also: potency is read from the fitted curve at half-maximal effect; % is scaled to controls: 0 for no effect and ±100 for the full control effect
Target sequence (Q13526 whole entry, looked up): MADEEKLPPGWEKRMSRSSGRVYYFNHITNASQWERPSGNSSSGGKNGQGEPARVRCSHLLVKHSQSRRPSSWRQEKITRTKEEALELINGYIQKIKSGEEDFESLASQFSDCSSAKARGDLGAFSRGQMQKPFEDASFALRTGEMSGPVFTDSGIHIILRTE
Tb PGK inh – qHTS Assay to Find Inhibitors of Phosphoglycerate Kinase | Phosphoglycerate kinase, glycosomal (Trypanosoma brucei brucei), P07378 | PGK/GAPDH coupled, Kinase-Glo luminescence, 60 min | Potency, µM (doses to about 57.5 µM), inactives show at the highest dose activity change, negative = inhibition, usual class: inhibitors | 0.043% of 380,000 active | AID 602233, 2012; also: potency is read from the fitted curve at half-maximal effect; % is scaled to controls: 0 for no effect and ±100 for the full control effect; nearly all actives have a fitted effect of over 60% in size
Target sequence (P07378 whole entry, looked up): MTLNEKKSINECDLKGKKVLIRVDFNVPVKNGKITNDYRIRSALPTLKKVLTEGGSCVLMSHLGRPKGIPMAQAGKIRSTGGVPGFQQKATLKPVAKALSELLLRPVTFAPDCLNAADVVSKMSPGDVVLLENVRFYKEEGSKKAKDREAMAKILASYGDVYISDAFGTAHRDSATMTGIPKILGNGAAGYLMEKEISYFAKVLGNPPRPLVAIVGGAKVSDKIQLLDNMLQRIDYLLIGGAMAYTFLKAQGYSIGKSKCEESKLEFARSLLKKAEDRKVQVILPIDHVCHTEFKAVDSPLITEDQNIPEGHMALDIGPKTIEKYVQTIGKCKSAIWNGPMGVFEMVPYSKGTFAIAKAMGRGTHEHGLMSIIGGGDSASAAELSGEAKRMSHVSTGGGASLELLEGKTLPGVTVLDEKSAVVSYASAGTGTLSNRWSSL
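Recombinant glycosomal PGK reaction used 1,3-bisphosphoglycerate generated in-well by GAPDH (100nM final) in 100mM TEA pH 7.6, 5mM MgCl2, 0.01% Tween-20. After 60 minutes at room temperature, ATP was read by Kinase-Glo Plus luminescence end-point.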
PI4K2A block – qHTS for small molecular inhibitors of PI4K2A; purified PI4K2A, ADP-Glo luminescence, 1 h; hits give low values; activity change, negative = inhibition, % at 76.9 µM; 0.13% of 420,000 active; AID 1346378, 2018; in the data active = activity change below about -50%; inconclusive = mostly about -30% to -49%;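 also: -100% = wells without enzyme as full effect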
Target sequence (Q9BTU6 whole entry, looked up): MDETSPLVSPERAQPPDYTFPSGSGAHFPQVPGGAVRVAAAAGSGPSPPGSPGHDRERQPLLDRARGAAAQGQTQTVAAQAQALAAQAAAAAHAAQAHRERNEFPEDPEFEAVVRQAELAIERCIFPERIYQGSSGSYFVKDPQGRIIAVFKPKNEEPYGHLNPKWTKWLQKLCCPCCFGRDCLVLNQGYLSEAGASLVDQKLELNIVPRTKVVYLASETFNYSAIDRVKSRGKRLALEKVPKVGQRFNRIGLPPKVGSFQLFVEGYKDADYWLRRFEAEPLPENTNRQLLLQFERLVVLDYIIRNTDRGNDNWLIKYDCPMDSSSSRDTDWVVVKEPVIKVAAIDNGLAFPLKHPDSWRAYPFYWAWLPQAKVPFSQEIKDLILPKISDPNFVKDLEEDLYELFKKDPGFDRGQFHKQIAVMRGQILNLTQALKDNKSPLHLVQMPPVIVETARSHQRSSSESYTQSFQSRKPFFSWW
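PI4K2A activity was measured by ADP-Glo luminescence: enzyme (4 ug/mL stock) and phosphatidylinositol (1.2 mM stock) in Tris pH 7.5/MgCl2/EGTA/Triton X-100 buffer were reacted with ATP (300 microM stock) for one hour at ambient temperature.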
ERG Ets-DNA blk – qHTS for Small Molecule Inhibitors of the ERG Ets/DNA interaction. fluorescence polarization, His-ERG Ets domain / labelled DNA. Potency, µM (series often up to 76.9 µM), for the others: top-dose FP activity, negative = inhibition, hits mostly inhibitors. AID 624246, 2012. 0.028% of 370,000 active; active = well fitted inhibition curve with a large enough effect in the polarisation, with a control signal flat; inconclusive = small, poorly fitted or top-dose-only effect, or effect the other way, or a change in a side signal; inactive = no such curve, though single readings can be large or run the other way; the % refers to the polarisation;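 also: polarization taken with two DNA probes labelled with fluorescein and Texas red; potency is read from the fitted curve at half-maximal effect; % of control where 0% means no effect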
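His-tagged ERG Ets domain (1 uM in the protein solution; 300mM KCl, 50mM Tris-HCl, 1mM EDTA, 1mM DTT, pH 7.5) received compound, then a probe mix of 5 nM fluorescein-DNA and 100nM Texas-615-DNA. Fluorescence polarization was read for both dyes.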
An asterisk follows results filed as active; i = inactive; ? = inconclusive; . = not tested or not shown; [ ] = dose if it differs, or a comment. Unless noted, calls follow the shape of the dose curve; as a rule, active = well fitted curve in the direction sought with a large enough effect; inconclusive = small, poorly fitted or top-dose-only effect, or another doubt; inactive = no such curve, though single readings can be large; an effect the other way counts as inactive or inconclusive.

molecule	BAZ2B inh	ERG Ets-DNA blk	GLS inh	HP1b binding inh	JMJD2A Tudor inh	Pin1 inhibitor	Tb PGK inh	PI4K2A block	G9a block
CCOC(=O)c1c(NC(=O)c2cc(-c3cccc(OC)c3)on2)sc2c1CCCC2	-0.8%	7.0%	2.5%	?	3.4%	3.6%	-2.1%	0.3	8.91µM*
CC1(c2cccc3ccccc23)OC(=O)c2ccccc21 (stereo unspecified)	.	-0.4%	3.3%	43.2%	6.9%	7.6%	-4.4%	2.0	.
Cc1csc(NC(=O)CSc2nnc(NC(=O)C3CC(=O)N(c4ccccc4)C3)s2)n1 (stereo unspecified)	3.9%	-2.7%	-9.3%	23.4%	-6.4%	26.5%	-9.0%	-0.3	?
CCc1ccc(NC(=O)CSc2nc(N)c(NC(=O)c3ccc(F)c(F)c3)c(=O)[nH]2)cc1	-0.8%	-8.7%	6.8%	16.5%	-5.1%	9.9%	7.1%	-1.5	.
O=C(CCC(=O)N1CCN(c2ccc(F)cc2)CC1)c1ccccc1	?	0.8%	39.9%[activator]	36.1%	-24.1%	-0.2%	-1.7%	0.3	29.6%
Cc1ccc(NC(=S)N2CCC(c3ccc(C)cc3)C2)cc1 (stereo unspecified)	0.6%	-1.8%	-21.3%	-20.9%	-25.3%	-0.2%	-6.5%	-2.3	10µM*
O=c1cc(N2CCN(Cc3ccccc3)CC2)[nH]c(=O)n1-c1cccc(C(F)(F)F)c1	-3.3%	.	8.0%	7.4%	-15.1%	14.8%	-6.8%	-2.1	-11.8%[59 µM]
Cc1c(OCC(=O)C(C)(C)C)ccc2c(-c3ccccc3)cc(=O)oc12	-22.2%	1.6%	-3.6%	27.1%	-7.2%	-7.4%	-6.6%	-0.1	27.0%
O=C1OC2(c3ccccc31)c1ccccc1-c1ccccc12	.	5.6%	-16.0%	29.2%	-4.8%	6.9%	i	3.5	.
O=C(Cn1nnc(-c2ccc(CN3CCOCC3)cc2)n1)N1CCCc2ccccc21	-8.2%	4.5%	-0.5%	12.7%	-23.1%	-0.7%	-5.8%	2.8	-1.3%
CCN(c1ccc(OC)cc1)c1ncnc2nc[nH]c12	0.0%	-4.8%	0.7%	58.2%[activator]	-1.4%	-2.3%	i	-13.2	18.5%[59 µM]
Cc1cc(C)c(S(=O)(=O)N2CCCC(C(=O)NCc3ccccn3)C2)c(C)c1 (stereo unspecified)	3.5%	-1.8%	0.9%	5.8%	-16.8%	0.5%	-7.5%	-19.2	6.5%

Continuation:
molecule	BAZ2B inh	ERG Ets-DNA blk	GLS inh	HP1b binding inh	JMJD2A Tudor inh	Pin1 inhibitor	Tb PGK inh	PI4K2A block	G9a block
COC(=O)c1ccccc1NC(=O)CCc1c(C)nc2cc(-c3ccc(Cl)cc3)nn2c1C	-7.5%	1.3%	-3.3%	24.9%	-0.7%	1.8%	-10.5%	-2.1	-1.2%[59 µM]
Cc1nonc1-c1csc(N)n1	0.1%	4.5%	-1.5%	33.2%[activator]	14.6%	-11.4%	-5.0%	-2.7	5.3%
CN1CCN(c2ccc(-c3ccnn3C(=O)Nc3ccccc3)cc2)CC1	6.2%	-22.6%	25.1%	33.5%	-4.8%	-2.2%	-3.9%	-4.7	-3.0%
N#CC(Cc1cc2ccccc2n1S(=O)(=O)c1ccccc1)OCc1ccccc1 (stereo unspecified)	.	10.0%	0.9%	107.0%[activator]	15.1%	2.8%	-4.0%	0.9	.
CCCCN(C)S(=O)(=O)c1ccc(C(=O)Nc2ccc(-c3nc4ccc(C)cc4s3)cc2)cc1	2.8%	0.2%	-10.8%	4.2%[57 µM]	-19.7%	1.7%	i	-0.3	14.3%[59 µM]
CCCc1cc(=O)[nH]c(N/N=C/C=C\c2ccccc2)n1	-4.5%	-7.8%	-3.8%	5.3%	?	6.1%	-7.1%	-4.0	14.5%
CCOC(=O)c1c(C)n(-c2ccccc2)c2ccc(O)c(CN(C)C)c12	-10.0%	-1.9%	?	-9.6%	-25.4%	-2.3%	9.0%	6.6	?
O=C(c1ccco1)N1N=C(c2cccs2)CC1c1cc([N+](=O)[O-])ccc1O (stereo unspecified)	?	-10.1%	2.7%	6.6%	?	-6.0%	-1.3%	0.4	?
COCCNC(=O)CSc1nc(N)c(NC(=O)c2ccccc2F)c(=O)[nH]1	2.8%	6.5%	25.4%	33.1%	-20.3%	2.1%	1.1%	-7.9	-9.1%[59 µM]
O=C(CCC1CCCCC1)NCc1cccs1	0.3%	-6.1%	5.0%	26.7%	2.7%	1.6%	4.9%	-1.2	-1.9%
Cc1ccc(C(=O)n2cnc3ccccc32)cc1C	9.2%	-23.4%	-0.7%	41.2%[activator]	7.0%	-5.2%	-3.1%	5.0	-7.9%
O=S(=O)(c1ccccc1)N1CCN(c2ccnc3cc(Cl)ccc23)CC1	-26.9%	-5.5%	1.7%	31.4%	-4.5%[11.4 µM]	7.4%	0.9%	-4.7	?

Four compounds out of the list, arranged by length of the SMILES, highest first.
molecule	BAZ2B inh	ERG Ets-DNA blk	GLS inh	HP1b binding inh	JMJD2A Tudor inh	Pin1 inhibitor	Tb PGK inh	PI4K2A block	G9a block
CCCCN(C)S(=O)(=O)c1ccc(C(=O)Nc2ccc(-c3nc4ccc(C)cc4s3)cc2)cc1	2.8%	0.2%	-10.8%	4.2%[57 µM]	-19.7%	1.7%	i	-0.3	14.3%[59 µM]
COC(=O)c1ccccc1NC(=O)CCc1c(C)nc2cc(-c3ccc(Cl)cc3)nn2c1C	-7.5%	1.3%	-3.3%	24.9%	-0.7%	1.8%	-10.5%	-2.1	-1.2%[59 µM]
N#CC(Cc1cc2ccccc2n1S(=O)(=O)c1ccccc1)OCc1ccccc1 (stereo unspecified)	.	10.0%	0.9%	107.0%[activator]	15.1%	2.8%	-4.0%	0.9	.
Cc1ccc(C(=O)n2cnc3ccccc32)cc1C	9.2%	-23.4%	-0.7%	41.2%[activator]	7.0%	-5.2%	-3.1%	5.0	-7.9%

Going on with the list:
molecule	BAZ2B inh	ERG Ets-DNA blk	GLS inh	HP1b binding inh	JMJD2A Tudor inh	Pin1 inhibitor	Tb PGK inh	PI4K2A block	G9a block
CC(=O)c1ccc(NC(=S)N2CCC(O)CC2)cc1	-1.6%	-5.6%	10.5%	26.3%	3.5%[57.1 µM]	-1.3%	-19.3%	0.2	1.5%
CCOC(=O)c1cn2nc(N3CCCCC3)ccc2n1	2.0%	9.1%	5.3%	1.7%	-14.4%	4.7%	-10.5%	-10.4	21.3%[59 µM]
O=C1/C(=C\c2ccccc2)SC(=S)N1CCC(=O)N1CCCCC1CCO (stereo unspecified)	?	10.4%	-4.0%	34.5%	-3.4%	-3.4%	-7.4%	5.4	?
COc1ccc(C2=NS(=O)(=O)N(C)C(C(=O)Nc3ccc(OC(F)(F)F)cc3)=C2)cc1	-33.9%	-0.9%	1.2%	4.9%	-33.4%	26.1%	.	-2.0	14.1µM*
COC(=O)CSc1nc(-c2ccccc2)cc(-c2ccco2)c1C#N	70.8µM*	-1.6%	-1.8%	9.1%	?	13.2%	-0.6%	4.1	8.2%[0.501 µM]
Cc1cc(C(=O)OCC(=O)c2ccc(Br)s2)no1	2.8%	-1.3%	4.7%	16.9%	-25.6%	3.4%	-15.9%	0.5	1.6%
O=C(O)CNC(=O)c1ccc(Oc2c(F)c(F)c(Oc3ccc(C(=O)NCC(=O)O)cc3)c(F)c2F)cc1	-18.8%	14.3%	-8.9%	-11.9%	-9.2%	-4.7%	-12.5%	-13.5	25.4%[59 µM]
Cc1ccc(NC(=O)CN2CCC3(O)CCCCC3C2c2ccc3c(c2)OCO3)c(C)c1 (stereo unspecified)	6.0%	-5.3%	-1.2%	8.1%	-30.1%	3.3%	-8.4%	4.2	11.6%
COC(=O)c1c(-c2cccc(C)c2)csc1NC(=O)C1CCCO1 (stereo unspecified)	-0.7%	-3.6%	-6.6%	29.5%	9.5%	19.9%	i	-2.1	?
CCC(CC)C(=O)Nc1ccc2nc(SCC(=O)N3CCOCC3)sc2c1	-4.6%	-1.2%	-6.1%	21.1%	-17.5%	3.7%	-3.2%	0.0	-4.3%[59 µM]
O=C(O)c1ccc(C2CCCCC2)cn1	3.98µM*	-8.6%	6.3%	36.0%	1.58µM*	-0.7%	1.6%	-17.5	?
COc1cc(NC(=O)CSc2nnc(-c3cc(C)on3)o2)cc(OC)c1	-5.3%	-3.9%	6.4%	18.8%	-18.6%	-0.4%	1.0%	1.2	-16.2%
O=c1cc(-c2ccccc2)nc2nc(COc3ccccc3)[nH]n12	8.9%	7.5%	12.1%	35.3%	-7.2%	0.6%	i	-1.7	-15.6%[59 µM]
